# Assay outcomes deposited in PubChem by National Center for Advancing Translational Sciences (NCATS).
# Nrf2 block – inhibitors of Nrf2 signaling | Potency, µM (series often up to 46 µM), without a hit: at the highest dose activity change, negative = inhibition, usual class: inhibitors | A549 ARE-Fluc reporter, luciferase luminescence, 18-24 h | AID 504444 | hit rate 2.1% among 360,000; also: potency is read from the fitted curve at half-maximal effect; % is scaled to controls: 0 for no effect and ±100 for the full control effect; nearly all actives have a fitted effect of over 60% in size
#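 In this cell-based qHTS, ARE-driven firefly luciferase in A549 cells reports Nrf2 activity; the luminescent signal after BugLite lysis is the measured value, with a prior CellTiter-Fluor read for cell health.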
# EPAC2 antagonist – antagonists of human EPAC2; Q8WZA2; EPAC2 GEF exchange of Rap1B-BODIPY-GDP, fluorescence; Potency, µM (doses to about 114 µM), inactives show top-dose activity, negative = inhibition, hits mostly inhibitors; hit rate 0.18% among 360,000; also: potency is read from the fitted curve at half-maximal effect; % is scaled to controls: 0 for no effect and ±100 for the full control effect; nearly all actives have a fitted effect of over 45% in size; many of its hits are not listed in these tables
# Target sequence (Q8WZA2 whole entry, looked up): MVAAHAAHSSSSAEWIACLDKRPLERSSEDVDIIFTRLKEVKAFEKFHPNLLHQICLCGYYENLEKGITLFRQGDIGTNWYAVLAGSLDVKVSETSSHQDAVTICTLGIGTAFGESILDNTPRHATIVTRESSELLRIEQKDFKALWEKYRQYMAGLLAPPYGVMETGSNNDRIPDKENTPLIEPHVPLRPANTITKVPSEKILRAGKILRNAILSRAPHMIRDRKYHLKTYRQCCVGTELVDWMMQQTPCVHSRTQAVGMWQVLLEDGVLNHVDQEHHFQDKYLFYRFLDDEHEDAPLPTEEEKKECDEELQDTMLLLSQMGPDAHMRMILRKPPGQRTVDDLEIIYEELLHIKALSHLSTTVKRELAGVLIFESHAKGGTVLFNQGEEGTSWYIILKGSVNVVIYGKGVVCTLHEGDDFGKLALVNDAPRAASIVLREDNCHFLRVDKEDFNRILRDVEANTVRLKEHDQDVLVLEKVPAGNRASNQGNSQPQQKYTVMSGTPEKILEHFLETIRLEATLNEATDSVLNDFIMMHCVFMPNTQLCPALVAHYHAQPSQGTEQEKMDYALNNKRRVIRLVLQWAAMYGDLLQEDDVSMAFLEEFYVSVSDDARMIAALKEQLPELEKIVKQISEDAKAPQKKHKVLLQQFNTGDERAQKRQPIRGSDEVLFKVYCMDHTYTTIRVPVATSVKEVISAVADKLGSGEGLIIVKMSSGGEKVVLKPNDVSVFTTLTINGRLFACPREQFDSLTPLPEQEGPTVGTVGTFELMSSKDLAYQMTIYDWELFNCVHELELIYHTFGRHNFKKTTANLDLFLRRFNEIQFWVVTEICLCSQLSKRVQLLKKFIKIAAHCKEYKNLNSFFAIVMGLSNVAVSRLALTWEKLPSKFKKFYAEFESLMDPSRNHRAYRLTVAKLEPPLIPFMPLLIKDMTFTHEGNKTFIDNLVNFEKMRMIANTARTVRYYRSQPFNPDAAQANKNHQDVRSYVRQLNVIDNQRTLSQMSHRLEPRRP
# A549 tox – A549 cytotoxicity, counter-screen for Nrf2 inhibitors; A549 ARE-Fluc cells, CellTiter-Fluor viability, 18-24 h; Potency, µM (highest dose often 46 µM), without a hit: at the highest dose activity change, negative = cytotoxicity, usual class: inhibitors; hit rate 0.16% among 390,000; AID 504648; also: potency is read from the fitted curve at half-maximal effect; % is scaled to controls: 0 for no effect and ±100 for the full control effect
#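 A549 ARE-Fluc cells in 5% FBS OPTI-MEM, 5000 cells/well, rested 2 h then exposed to compounds in concentration-response for 18-24 h at 37 °C. Viability by CellTiter-Fluor fluorescence (Ex 405/Em 525) after 30 min; luciferase luminescence (BugLite, 15 min, RT) read afterwards.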
# EPAC2 ag – agonists of human EPAC2 (RAPGEF4) | EPAC2 activation, biochemical qHTS; response scale: 100% = 6.5 mM cAMP response | Potency, µM (highest dose often 154 µM), without a hit: at the highest dose activation, most hits filed as activators | hit rate 0.079% among 360,000 | AID 720711; also: potency is read from the fitted curve at half-maximal effect; nearly all actives have a fitted effect of over 50% in size
#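 Compounds were added across a concentration range to EPAC2 (100 nM), RAP1B-BODIPY-GDP (250 nM) and GDP (50 uM). After 5 min at room temperature, fluorescence was recorded at 5-min intervals for 30 min.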
# Mm-Cpn inhibitor – inhibitors of Methanococcus maripaludis chaperonin (MmCpn). purified Mm-Cpn ATPase, ADP Transcreener TR-FRET. Potency, µM (doses to about 76.9 µM), inactives show at the highest dose activity, negative = inhibition, hits mostly inhibitors. hit rate 0.031% among 330,000; also: potency is read from the fitted curve at half-maximal effect; % is scaled to controls: 0 for no effect and ±100 for the full control effect; nearly all actives have a fitted effect of over 80% in size
#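 Purified archaeal Mm-CPN (25nM final) preincubated 10 min at 37degC with compound, then 10uM ATP for 30 min at 37degC; ADP measured by HTRF Transcreener TR-FRET; buffer 30 mM TRIS pH 7.4, 100mM KCl, 5mM MgCl2, 1mM DTT.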
# Nrf2 ARE act – activators of Nrf2 (ARE) signaling; Potency, µM (series often up to 46.1 µM), for inactives: at the highest dose activation, hits mostly activators; AID 624171; AREc32 ARE-luciferase reporter (MCF7-derived line), luminescence, 24 h; hit rate 0.31% among 410,000; also: potency is read from the fitted curve at half-maximal effect; % of control where 0% means no effect; nearly all actives have a fitted effect of over 65% in size
#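 ARE activation measured as luciferase luminescence (Steady-Glo, 30 min RT) in AREc32_Fluc cells after 24 hr compound exposure at 37 deg C, 5% CO2; cells seeded overnight at 1000/well in OPTI-MEM, 5% FBS.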
# CCT chaperon mod – changes cytosolic chaperonin activity; purified chaperonin ATPase assay, HTRF ADP detection, 30 min; activity change, % (test concentration not listed), hits read low; hit rate 0.3% among 360,000; in the data active = activity change below about -30%; also: % is scaled to controls: 0 for no effect and ±100 for the full control effect
#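 ATPase activity: ADP formed was measured by HTRF Transcreener (665/615 nm ratio) after 30 min at 37 deg C with 10 uM ATP. Compounds screened at one 76 uM concentration against 40 or 20 nM TRiC in Tris pH 7.4/KCl/MgCl2/DTT buffer.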
# Akt phos inh – blocks phosphorylation of Akt; Neuro2A IGF-stimulated pAkt S473 HTRF, 20 min; hits give low values; activity change, % for hits at 50 µM; hit rate 0.32% among 360,000; AID 651550; in the data active = activity change below about -80%; inconclusive = mostly about -51% to -80%; also: % is scaled to controls: 0 for no effect and ±100 for the full control effect
#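 Neuro2A cells (4,500/well, DMEM with 0.5% FBS) were treated with compound at a single 50 µM final concentration, stimulated with 6 nM IGF for 20 min at 37 °C, and lysed. Phospho-Akt Ser473 was read by HTRF as 665/615 ratio ×10^4.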
# TGFb SMAD3 inh – blocks TGF-b signaling; HepG2 CAGA-GFP TGF-b/SMAD3 reporter, GFP fluorescence, 18 h; TGF-beta stimulated, 500 pg/mL final; Potency, µM (series often up to 46.1 µM), without a hit: at the top dose activity, negative = inhibition, most hits filed as inhibitors; hit rate 1.2% among 410,000; also: potency is read from the fitted curve at half-maximal effect; % is scaled to controls: 0 for no effect and ±100 for the full control effect; nearly all actives have a fitted effect of over 65% in size
#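 First, reporter cells (HEPG2 CAGA-GFP) rested 2 h at 37 degrees C. Next, compounds were pinned in and TGF-beta added to 500 pg/mL final. After 18 h, GFP was imaged per cell and summed per well.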
# * = called active by the depositor; i = inactive; u = inconclusive; x = no result given; & = joins results of further samples; [ ] = another dose, or the depositor's remark. Unless noted, calls follow the shape of the dose curve; as a rule, active = well fitted curve in the direction sought with a large enough effect; inconclusive = small, poorly fitted or top-dose-only effect, or another doubt; inactive = no such curve, though single readings can be large; an effect the other way counts as inactive or inconclusive.
SMILES,Nrf2 block,EPAC2 antagonist,A549 tox,EPAC2 ag,Mm-Cpn inhibitor,Nrf2 ARE act,CCT chaperon mod,Akt phos inh,TGFb SMAD3 inh
C/C(N)=C(/C#N)C(=O)COC(=O)c1ccc(C)c(S(=O)(=O)N2CCCCC2)c1,-11%,-16%,6%,7%,0%,0.3%,-0.9,i,-11%
CCOc1cccc(C(=O)N/N=C/c2coc3ccccc3c2=O)c1,14%,-11%,-2%,0%,1%,0.5%,-1.2,i,2%
COc1ccc(C(CC(=O)c2ccccc2)C2CCCCC2=O)cc1 (configuration not stated),-3%,-2%,0%,9%,-3%,3.7%,-1.1,i,-28%
Cc1cccc(NC(=O)c2cc(NC(=O)c3ccco3)ccc2N2CCCCC2)c1,-14%,-2%,u,-5%,2%,0.3%,0.9,i,-12%
Cc1cc(C)n2nc(C(=O)N3CCCC(Nc4ccc(F)c(F)c4)C3)cc2n1 (configuration not stated),11%,5%,-5%,1%,1%,0.2%,-0.4,i,1%
COc1ccc(NC(=O)COC(=O)c2ccc(NS(=O)(=O)/C=C/c3ccccc3)cc2)cc1,1%,0%,4%,13%,0%,0.3%,-2.1,i,-1%
CC1(C(=O)NS(=O)(=O)c2ccccc2)CCN1C(=O)C1CCCCC1 (configuration not stated),x,6%,x,11%,x,-0.5%[9.22 µM],-0.1,i,30%
COc1ccc(-c2nnc(SCC(=O)N3CCOCC3)o2)cc1OC,7%,2%,-2%,5%,1%,-1.1%,-1.5,i,0%
O=C(Nc1nc2ccccc2s1)C1=NN(c2ccccc2)C(=O)CC1,19%,0%,-1%,4%,2%,15%,0.6,i,2%
COc1ccc(NC(=O)COC(=O)c2c(NC(C)=O)sc(C)c2C)cc1,x,2%,x,3%,x,2.0%,-0.8,i,-1%
O=C(NC1=NCCS1)c1cc(-c2ccc(-c3ccccc3)cc2)nc2ccccc12,u,0%,2%,4%,-2%,2.9%,0.1,i,-1%
CCCCN(C(=O)CCCc1nc2ccccc2s1)c1c(N)n(CCCC)c(=O)[nH]c1=O,-7%,20%,-5%,4%,0%,-0.1%,1.4,i,9%
Fc1ccccc1CSc1nnnn1-c1ccc2c(c1)OCO2,4%,2%,-1%,17%,1%,0.4%,-1.0,i,-4%
Cc1ccc(Sc2c(C)nn(C(=O)COc3ccc(F)cc3)c2C)cc1,5%,x,10%,x,x,0.2%,x,x,1%
Cc1cc(C)cc(Nc2ccc(C(=O)O)cc2N)c1,20%,6%,-3%,5%,u,6.6%,-1.4,i,-1%
Cn1c2ccccc2c2cnn(CC(=O)Nc3cccc(F)c3)c(=O)c21,-19%,1%,-3%,-1%,-1%,3.2%,-0.9,i,-20%
CCOC(=O)N1CCN(C(=O)CCc2cc(OC)c(OC)c(OC)c2)CC1,-2%,6%,-3%,9%,2%,-0.4%,-2.2,i,-9%
CCN(CC)S(=O)(=O)c1ccc(C)c(NC(=O)COC(=O)[C@@H]2CCCN2C(=O)c2cccs2)c1,3%,9%,3%,4%,u,-0.6%,-0.4,i,-17%
CC1CCN(S(=O)(=O)c2cnc(Cl)c(Br)c2)CC1,1%,0%,-1%,1%,0%,3.3%,-1.5,i,-8%
CC1CCN(S(=O)(=O)c2cc3c4c(c2)C(C)C(=O)N4CCC3)CC1 (configuration not stated),-13%,3%,-1%&0%,-5%,2%,-0.5%&0.7%,-1.9,i,8%&6%
CN1CCN(S(=O)(=O)c2csc(C(N)=O)c2)CC1,-6%,6%,2%,13%,-8%,0.2%,1.1,i,-2%
O=C(CCc1nnc2ccc(NCc3ccccc3Cl)nn12)NCC1CCN(C2CCCC2)C1 (configuration not stated),9%,2%,1%,11%,-3%,0.3%,-4.6,i,16%
CCOc1ccc(S(=O)(=O)c2cn(Cc3ccccc3C)c3ccc(OC)cc3c2=O)cc1,-11%,x,3%,x,x,0.6%,x,x,-2%
Cc1ccc(C(C)C)c(OCCCN(C)Cc2ccccc2)c1,14%,1%,8%,1%,0%,2.6%,1.2,i,u
CCN(CC(=O)N(CC(C)C)c1c(N)n(CC(C)C)c(=O)[nH]c1=O)Cc1nc2ccccc2c(=O)[nH]1,-8%,-4%,-2%,3%,-1%,-0.8%,-1.6,i,14%
CC(C)Oc1nnnn1-c1ccccc1,-10%,-1%,-4%,-1%,0%,-1.1%,1.7,i,-9%
COc1cccc(/C=C/C(=C2\C(=O)N(c3ccccc3)N=C2C)c2ccc(Br)cc2)c1OC,-23%,-4%,-8%,-3%,x,-0.4%,1.1,i,2%
O=S(=O)(NCc1ccncc1)c1ccc(Br)s1,1.5µM*,-7%,-24%,-13%,1%,-0.2%,-1.4,i,u
O=C(O)c1ccc2c(=O)n(-c3ccccc3F)c(=S)[nH]c2c1,1%,1%,1%,-5%,1%,0.2%,0.3,i,-1%
Cc1ccc(Nc2nc(N)nc(CSc3nnc(C)s3)n2)cc1,u,11%,1%,-2%,-1%,3.9%,1.6,i,3%
Cc1ccc(-c2noc(CCC(=O)NC3CCCc4ccccc43)n2)cc1 (configuration not stated),-27%,-5%,-13%,9%,1%,0.3%,-1.1,i,u
Cc1ccc(C(=O)NCc2ccco2)c(C)c1,8%,-2%,-7%,6%,-2%,2.1%,0.1,i,-8%
COc1cccc(NC(=O)C(=O)NCCC2CCCCN2S(=O)(=O)c2cccs2)c1 (configuration not stated),19%,-1%,0%,15%,1%,1.3%,-0.8,i,-5%
COc1ccccc1CNC(=O)CCN1C(=O)COc2ccc(C)cc21,-21%,9%,0%,8%,0%,0.3%,1.2,i,20%
CCOC(=O)Cc1nnc(NC(=O)CSc2nc3ccccc3[nH]2)s1,7%,1%,4%,-2%,-1%,0.3%,-0.3,i,-4%
Cc1ccc(-n2c(SCC(N)=O)nc(O)cc2=O)cc1,-6%,9%,1%,-7%,-1%,0.3%[9.22 µM],-0.7,i,-13%
Cc1nc(Nc2nc3c(c(=O)[nH]2)CCC3)nc2ccccc12,14%,-3%,-22%,-2%,x,-0.8%,-1.7,i,u
CC1CCCCN1Cc1nc2c(c(=O)n(C)c(=O)n2C)n1CCc1ccccc1 (configuration not stated),x,12%,-6%,-1%,-2%,0.5%,0.2,i,11%
Nc1ccc(S(=O)(=O)Nc2ccc(Cl)nn2)cc1,12%,6%,11%,6%,2%,-0.9%,2.1,i,22%
CC(=O)Nc1ccc(OCC(O)CN2CCN(c3ccc(Cl)cc3)CC2)cc1 (configuration not stated),-25%,-3%,-6%,-7%,2%,-0.2%,-0.5,i,8%
CCCC#CCN1CCN(C23CC4CC(CC(C4)C2)C3)CC1,-6%,4%,-6%,-3%,-1%,-0.2%,-2.6,i,17%
Cc1cc(-c2ccc(C)c(S(=O)(=O)Nc3ccccc3C(F)(F)F)c2)on1,u,x,-13%,x,x,-0.3%,x,x,-9%
CC(C)c1ccc(NC2CCCN(C(=O)c3cccs3)C2)cc1 (configuration not stated),-22%,-17%,1%,-3%,1%,1.7%,-0.3,i,-23%
OCCCn1c(C2CCCN2c2nc(-c3ccc(Cl)cc3)cs2)nc2cc(Cl)c(Cl)cc21 (configuration not stated),u,4%,-5%,3%,x,6.0%,0.1,i,u
C=CCCC(=O)NC1CC(C)(C)Cc2c1cnn2-c1cccc(F)c1 (configuration not stated),7%,4%,-1%,7%,-1%,0.0%,1.6,i,-27%
Cc1c(Cl)cccc1NC(=O)NC1CCCCC1,u,14%,0%,3%,1%,1.9%,-40*,i,5%
CC(=O)NCc1nnc2c3ccccc3c(-c3ccccc3)nn12,-11%,5%,-5%,-4%,2%,0.4%,1.7,i,-4%
CCOC(=O)c1cc2sccc2n1CC(=O)Nc1ccc2c(c1)OCCO2,4%,7%,2%,6%,0%,0.2%,-1.9,i,-4%
Cc1ccc(NC(=O)C2CCCN2C(=O)OCc2ccccc2)cc1F (configuration not stated),-9%,-17%,6%,4%,1%,2.4%,0.6,x,-15%
CCCC(C(=O)NCc1ccc(OC)cc1)N(Cc1ccco1)C(=O)c1snc(C(N)=O)c1N (configuration not stated),11%,0%,-5%,9%,-1%,0.6%,2.5,x,-7%
CCOCCc1nnc(NC(=O)c2cccs2)s1,-3%,-3%,-10%,2%,0%,6.5%,-3.2,i,2%
CSc1nsc(SC)c1C(=O)N1CCN(S(=O)(=O)c2ccc(C)cc2)C1C (configuration not stated),2%,-12%,6%,11%,-3%,2.1%,-3.8,i,6%
CCOC(=O)N(C)C[C@@H]1OCc2cnnn2CCCC(=O)N([C@@H](C)CO)C[C@@H]1C,x,4%,x,7%,x,-0.2%,-1.3,i,18%
CCCCC[C@H](C)N1C[C@H](COCc2ccccc2)Oc2cc(N3CCC[C@H]3COC)ccc2S1(=O)=O,x,5%,x,6%,x,-0.1%,0.6,i,x
CC1(c2ccc(OC(F)F)cc2)NC(=O)N(CC(=O)N2CCN(C(=O)c3ccco3)CC2)C1=O (configuration not stated),1%,5%,-1%,12%,-1%,-1.1%,1.3,i,3%
COc1ccc(/C=C/C(=O)Nc2cccc(S(=O)(=O)NC3=NCCCCC3)c2)c(OC)c1,u,-27%,-3%,1%,u,3.8%,1.1,i,-16%

# Only part of the results is shown; the hit share may differ from the screen's.
